Screens from PubChem.
Tb PYK inh: qHTS of Trypanosoma Brucei Inhibitors. TbPYK enzyme, Kinase-Glo Plus ATP luminescence, 45 min. Potency, µM (titrated, usually from 76.8 µM), without a hit: at the highest dose activity, negative = inhibition, hits mostly inhibitors. hit rate 0.12% among 410,000. pyruvate kinase (Trypanosoma brucei), Q57TT1; further: potency means the concentration at half of the fitted maximal effect; on the % scale 0 is the no-effect control and ±100 the full control effect; nearly all actives have a fitted effect of over 50% in size
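Activity of T. brucei pyruvate kinase was followed by Kinase-Glo Plus luminescence after the enzyme reacted 45 min at room temperature with 130 uM ADP (final) and substrate. Test compounds were added before ADP at multiple concentrations.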
HCV inhibitor: qHTS Assay for Inhibitors of Hepatitis C Virus (HCV); Huh7.5.1 HCVcc-Cre infection, luciferase reporter, 44 h; Potency, µM (titrated, usually from 41.8 µM), for inactives: at the top dose activity change, negative = inhibition, usual class: inhibitors; hit rate 3.4% among 340,000; further: potency means the concentration at half of the fitted maximal effect; on the % scale 0 is the no-effect control and ±100 the full control effect
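Infectious HCV cell culture screen: compound-treated cells (1,000/well, pre-plated 4 h) are infected with HCVcc-Cre at roughly 0.5 moi and grown 44 h. Infection is quantified by luciferase signal after 15 min substrate incubation at room temperature.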
CHX counter: Cycloheximide Counterscreen for Small Molecule Inhibitors of Shiga Toxin; cell reporter, cycloheximide protein synthesis inhibition counterscreen; max response, %; hit rate 12% among 300,000; AID 2314, 2010; in the data active means max response mostly above about 13%, no sharp cut-off; inactive means mostly below about 14%; further: read at 38.3 µM for the half of the compounds with a filed dose; 0% is about no effect
Pf growth 96h: Primary qHTS for delayed death inhibitors of the malarial parasite plastid, 96 hour incubation; P. falciparum luciferase reporter growth, 96 h; Potency, µM (titrated, usually from 28.7 µM), inactives show top-dose activity change, negative = inhibition, hits mostly inhibitors; hit rate 6.9% among 320,000; further: potency means the concentration at half of the fitted maximal effect; on the % scale 0 is the no-effect control and ±100 the full control effect
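P. falciparum expressing integrated firefly luciferase, in erythrocytes at 2% hematocrit, 0.05% parasitemia, incubated with compounds 96 h at 37 C, 5% CO2. Growth inhibition read as loss of luminescence; two-generation exposure targets delayed-death apicoplast inhibitors.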
Pf growth 48h: Primary qHTS for delayed death inhibitors of the malarial parasite plastid, 48 hour incubation; Potency, µM (series often up to 28.7 µM), inactives show at the top dose activity change, negative = inhibition, usual class: inhibitors; hit rate 5.9% among 310,000; P. falciparum luciferase growth in erythrocytes, 48 h; further: potency means the concentration at half of the fitted maximal effect; on the % scale 0 is the no-effect control and ±100 the full control effect
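Erythrocytes infected with P. falciparum carrying an integrated firefly luciferase reporter (2% hematocrit, 0.1% parasitemia final) were exposed to compounds in RPMI 1640 with 0.5% Albumax at 37 C, 5% CO2. Growth inhibition was scored as reduced luminescence.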
Shiga inhibitor: A qHTS for Small Molecule Inhibitors of Shiga Toxin; hit rate 9.2% among 290,000; inhibition, % at 38.7 µM; Vero cells, Shiga toxin protein synthesis inhibition reporter; in the data active means inhibition mostly above about 28%, no sharp cut-off; inactive means mostly below about 43%; further: 0% is about no effect
LmPK inh: qHTS Assay for Inhibitors of Leishmania Mexicana Pyruvate Kinase (LmPK) | Q27686 | purified LmPK, Kinase-Glo ATP luminescence, 1 h | Potency, µM (titrated, usually from 57.5 µM), for inactives: at the highest dose activity change, negative = inhibition, usual class: inhibitors | hit rate 0.37% among 290,000; further: potency means the concentration at half of the fitted maximal effect; on the % scale 0 is the no-effect control and ±100 the full control effect
Target sequence (Q27686 whole entry, looked up): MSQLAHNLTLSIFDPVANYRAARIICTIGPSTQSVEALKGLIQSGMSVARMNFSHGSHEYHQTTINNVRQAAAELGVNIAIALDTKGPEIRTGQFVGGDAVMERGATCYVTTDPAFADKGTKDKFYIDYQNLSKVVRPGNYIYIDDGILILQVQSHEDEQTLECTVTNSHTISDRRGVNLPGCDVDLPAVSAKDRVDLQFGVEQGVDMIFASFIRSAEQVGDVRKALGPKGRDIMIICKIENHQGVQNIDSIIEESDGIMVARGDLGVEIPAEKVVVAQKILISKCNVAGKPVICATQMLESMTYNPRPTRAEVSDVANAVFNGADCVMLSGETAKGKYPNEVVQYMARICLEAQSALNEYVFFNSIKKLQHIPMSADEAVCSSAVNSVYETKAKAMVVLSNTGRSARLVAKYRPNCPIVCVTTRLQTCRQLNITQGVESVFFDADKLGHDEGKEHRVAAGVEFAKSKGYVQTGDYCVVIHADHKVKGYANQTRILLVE
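qHTS format; LmPK 0.1 nM; substrates PEP 0.5 mM and ADP 0.1 mM. One-hour room-temperature incubation, then coupled luciferase luminescence; 0.5 nM enzyme wells mark activation.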
* hit, by the source's call; ? = inconclusive; . = no result given; & = joins results of further samples; [ ] = another dose, or the depositor's remark. Unless noted, the call rests on the fitted dose curve; in most records, active means well fitted curve in the direction sought with a large enough effect; inconclusive means small, poorly fitted or top-dose-only effect, or another doubt; inactive means no such curve, though single readings can be large; an effect the other way counts as inactive or inconclusive. The order is random; 24% or so of the library scored in one or more.

Screens in order: Tb PYK inh, HCV inhibitor, CHX counter, Pf growth 96h, Pf growth 48h, Shiga inhibitor, LmPK inh
#1 O=C(NCc1ccccc1Br)c1cccc2c1C(=O)c1ccc(N3CCOCC3)cc1S2(=O)=O
    ., 0.8%, ., 2.6%, -25.2%, ., .
#2 CC(=O)Nc1cccc(NC(=O)CSc2nnc(Cc3cccn3C)n2CCc2ccccc2)c1
    -14.9%, -20.6%, -0.8, 0.0%, ?, -21.7, 4.8%
#3 O=C(COC(=O)CNC(=O)c1ccccc1F)Nc1cccnc1Cl
    -8.5%, -4.4%, -0.8, 17.4%, 12.2%, -6.8, 4.2%
#4 COc1ccc2sc(N(CCCN(C)C)C(=O)c3ccc(S(=O)(=O)N(C)Cc4ccccc4)cc3)nc2c1
    -0.4%, 10µM*, ., 2.7%, ?, ., .
#5 Cc1c(N=C(N)/N=C(\N)Nc2ccccc2)c(=O)n(-c2ccccc2)n1C
    1.1%, 4.0%, -0.8, ., -6.6%, -8.4, 1.6%
#6 CC(=O)Nc1cccc(C(=O)N(CCc2ccccc2)Cc2ccccc2)c1
    10.0%, 8.9%, 28.5*, ?, 23.9%, 22.8, -10.6%
#7 CCCCN=C(N)N=C(N)N
    -3.3%, ., ., -27.9%, -4.2%, ., .
#8 COc1cccc(CNCC(=O)N2C(C)CCCC2C)c1 (configuration not stated)
    6.9%, 12.4%, -2.6, 60.9%[activator], 14.2%, -14.2, -4.4%
#9 COc1ccc(-n2c(C)c(C(C)=O)c(C(C)=O)c2C)cc1OC
    6.6%, -1.3%, 0.8, 4.1%, -21.6%, -14.5, -0.1%
#10 CNC(=O)c1[nH]cnc1C(=O)N[C@@H](CC(C)C)C(=O)OC(C)(C)C
    -5.8%, -24.6%, -1.1, 0.1%, ?, -1.5, 12.7%
#11 Nn1c(SCC(=O)Nc2cccc(S(N)(=O)=O)c2)nnc1C1CC1
    7.4%, 8.8%, -2.3, 55.4%[activator], 10.0%, -5.1, -2.0%
#12 COc1cc(CN2CC(=O)N(c3ccccc3Cl)C2=S)cc(OC)c1OC
    -0.8%, ?, 0.9, -4.2%, 5.86µM*, -5.9, 1.3%
#13 COc1ccc(S(=O)(=O)N2CCC(C(=O)Nc3ccccc3C)CC2)c2cccnc12
    0.2%, -12.7%, 7.8, 132.1%[activator], ., 7.2, -11.1%
#14 CCOC(=O)N1CCN(S(=O)(=O)c2cc(Br)cc3c2N(C(=O)C2CC2)CC3)CC1
    2.3%, -14.4%&13.6%, 1.3, ., -16.7%, -10.9, 1.5%
#15 Cn1c(CCNC(=O)c2ccccc2)nc2cc(NC(=O)C3CCCCC3)ccc21
    3.6%, 10.3%, 10.2, ?, ., 8.9, 10.6%
#16 COc1ccc(NC(=O)[C@@H](NC(N)=O)C(C)C)cc1Cl
    1.5%, 6.3%, -0.5, 26.5%, 0.2%, -14.0, 3.3%
#17 CC(C)(C)C(=O)N1CCN(C(=O)c2ccco2)CC1
    -2.8%, 25.6%, -2.5, ?, 13.6%, 2.7, -5.5%
#18 O=S(=O)(NC1CC1)c1cccc(S(=O)(=O)N2CCCC2)c1
    -7.3%, -1.2%, -4.1, 21.6%, 33.2%[activator], -9.7, 4.5%
#19 CCn1cc(C(=O)OCc2cccc(Br)c2)c(=O)c2ccc(C)nc21
    -14.8%, -16.0%, -1.2, ., ?, -9.3, 4.0%
#20 Cn1c(CNC(=O)CNC(=O)c2ccccc2F)cc(=O)n(C)c1=O
    0.3%, 17.8%, -2.5, 48.0%[activator], 29.8%, -9.5, -4.7%
#21 Cc1ccc(C(=O)NCCNC(=O)c2ccc(F)cc2)cn1
    10.5%, -6.6%, -7.3, -5.9%, 20.4%, 2.1, -4.5%
#22 COC(=O)c1ccc(C(=O)OC)c(NC(=O)COC(=O)c2ccc(OC)c(OC)c2OC)c1
    -3.7%, 4.5%, -5.6, ?, 5.4%, -9.9, 3.5%
#23 Cc1cccc(C)c1N(CC(O)Cn1c2ccccc2c2ccccc21)S(C)(=O)=O (configuration not stated)
    6.2%, ?, -2.2, ., ?, 23.2, 0.1%
#24 COc1cc(NC(=O)Cn2cnc(S(=O)(=O)N3CCCCC3)c2)cc(OC)c1OC
    0.3%, 4.6%, -9.0, ?, -11.3%, -3.6, -3.5%
#25 CN(C)S(=O)(=O)c1ccc(C(=O)Nc2nc(-c3ccccc3)c(C(=O)c3ccccc3)s2)cc1
    4.6%, 12.1%, -1.8, 63.9%[activator], 11.0%, -8.4, 4.7%
#26 CN(C)c1nc(N(C)C)nc(N(C#N)CCOc2ccccc2)n1
    2.1%, 11.2µM*, -2.2, ?, ?, 2.5, -0.8%
#27 NNC(=O)Cn1c(-c2ccccc2)cc2ccccc21
    4.9%, 8.1%, 1.1, ?, -2.5%, -4.0, 4.9%
#28 O=[N+]([O-])c1ccc(Cl)c(CN2CCC(O)CC2)c1
    -12.2%, 9.5%, -5.1, 62.5%[activator], 8.2%, 6.4, -5.4%
#29 CCCn1c(NC(=O)c2ccco2)nc2ccccc21
    3.4%, ?, 10.2, 43.4%[activator], ?, -13.1, 0.1%
#30 Cc1ccc(N(C(C)C(=O)Nc2cccc(N(C)S(C)(=O)=O)c2)S(C)(=O)=O)cc1 (configuration not stated)
    -1.7%, -21.7%, 1.0, 11.2%, ?, -12.0, 3.9%
#31 Cc1cc(SCC(=O)Nc2ccc(O)cc2)n2nc(C)c(-c3ccccc3)c2n1
    1.6%, ?, 1.6, 2.0%, -3.8%, 20.6, 2.3%
#32 Cc1ccc(-c2nc(CS(=O)CC(=O)NC3CC3)c(C)o2)cc1 (configuration not stated)
    -0.4%, -16.0%, -2.8, ?, 6.7%, 8.3, 0.3%
#33 COC(=O)C1C/C(=N\NS(=O)(=O)c2ccc(C)cc2)c2ccccc2C1 (configuration not stated)
    2.6%, -2.4%, 0.8, 7.5%, 19.8%, 1.5, -3.2%
#34 CC(=O)c1ccc(N2CCN(C(=O)Cn3c(=S)[nH]c4ncccc4c3=O)CC2)cc1
    ., ., 3.9, ?, 46.6%[activator], -9.5, 1.5%
#35 Cc1ccc(C)c(OCCn2cc(/C=C(\C#N)C(=O)NCc3cccs3)c3ccccc32)c1
    ., -9.2%, -1.8, 3.29µM*, 4.65µM*, 2.1, 1.8%
#36 O=[N+]([O-])c1cccc(-c2ccc(/C=N/NC(=S)NCc3ccco3)o2)c1
    -4.8%, ?, 5.5, 0.0%, ?, 26.4, 6.9%
#37 CCOc1cc(C2/C(=C(/O)c3ccc(S(=O)(=O)N4CCCCC4)cc3)C(=O)C(=O)N2CCOC)ccc1O (configuration not stated)
    -1.0%, 12.5%, -6.1, 12.9%, 23.4%, -10.6, 2.0%
#38 COc1ccc(-c2nc(C3CCCCC3)no2)cc1OC
    -0.9%, ., 52.9*, -19.9%, 92.8%[activator], 163.3*, -0.2%
#39 CCCCCC(=O)NNC(=O)c1ccc(F)cc1
    -3.2%, 6.9%, -2.9, 27.9%, 9.5%, -15.7, -4.7%
#40 O=C(CCNS(=O)(=O)c1ccccc1C(F)(F)F)NCc1ccc2c(c1)OCO2
    -14.4%, 11.2%, -3.2, ., 6.0%, -13.0, -9.5%
#41 Cc1ccccc1NC(=O)C1CCCN1C(=O)NC1CCCCC1 (configuration not stated)
    -4.4%, 6.8%, -2.9, 3.5%, 0.5%, -8.2, 1.4%
#42 CC1(C)C(C=C(Cl)Cl)C1C(=O)OC(C#N)c1cccc(Oc2ccccc2)c1 (configuration not stated)
    -7.6%, ., 15.6, ., ., 30.0, .
#43 CC(C)C(=O)Nc1cc(C(F)(F)F)ccc1N1CCOCC1
    6.0%, ?, -2.1, 80.1%[activator], ?, -7.3, 6.5%
#44 N=c1n(CCO)c2ccccc2n1CCOc1ccccc1
    -2.1%, -12.7%, -2.7, ?, -10.0%, -13.1, -1.3%
#45 CC(C)c1ccc2oc(=O)cc(CN3CCN(c4ccccc4)CC3)c2c1
    -4.2%, -6.9%, -4.3, ?, 13.1µM*, 21.4, 10.0%
#46 COc1ccccc1NC(=O)COC(=O)/C=C/c1ccc2c(c1)OCO2
    0.8%, 8.1%, 52.0*, 2.4%, 44.3%[activator], 83.7*, 6.1%
#47 COc1ccc(NC(=O)Cn2nc([N+](=O)[O-])c(Cl)c2C)cc1OC
    4.8%, -18.8%, -1.1, -14.8%, 12.9%, -12.8, 5.2%
#48 Cc1cccc(N2C(=O)CC(N3CCOCC3)C2=O)c1 (configuration not stated)
    -7.6%, -1.2%, 13.8, -21.6%, 4.4%, -3.1, 0.1%
#49 O=C(CCCN1C(=O)/C(=C/c2ccccc2Cl)SC1=S)Nc1ccccn1
    1.1%, ?, -4.2, ?, -18.1%, -8.6, 3.3%
#50 Cc1ccc(NC(=O)CN(C)CC(=O)Nc2ccccc2-c2ccccc2)cc1
    4.9%, ?, -1.0, 13.1µM*, ?, -9.1, 6.7%

Gathered by group: those above containing a CF3 group.
Screens in order: Tb PYK inh, HCV inhibitor, CHX counter, Pf growth 96h, Pf growth 48h, Shiga inhibitor, LmPK inh
#40 O=C(CCNS(=O)(=O)c1ccccc1C(F)(F)F)NCc1ccc2c(c1)OCO2
    -14.4%, 11.2%, -3.2, ., 6.0%, -13.0, -9.5%
#43 CC(C)C(=O)Nc1cc(C(F)(F)F)ccc1N1CCOCC1
    6.0%, ?, -2.1, 80.1%[activator], ?, -7.3, 6.5%

(continued)
Screens in order: Tb PYK inh, HCV inhibitor, CHX counter, Pf growth 96h, Pf growth 48h, Shiga inhibitor, LmPK inh
#51 O=C(c1cc2cc(Cl)cc(Cl)c2oc1=O)N1CCOCC1
    3.5%, ?, -10.4, 8.28µM*, 15.0%, -20.6, 0.0%
#52 CCS(=O)(=O)c1ccc(NC(=O)c2ccccc2Cl)c(O)c1
    -8.0%, 18.7%, 4.5, ?, 1.4%, 12.5, 4.1%
#53 CCc1noc(C)c1C(=O)NC1CC(C)(C)Cc2c1cnn2-c1ccccc1 (configuration not stated)
    ., ., -3.2, 9.28µM*, -22.9%, -6.2, -11.2%
#54 Cc1nn(CCO)c2ncc(C(=O)c3cc(Cl)ccc3O)cc12
    -1.4%, -14.0%, -11.3, -26.2%, -5.1%, -1.8, -1.8%
#55 O=C(O)Cc1ccc(-c2ccccc2)cc1
    -6.8%, 1.1%[8.37 µM], -2.8, -14.5%, -17.3%, -9.4, 3.5%
#56 O=S(=O)(c1ccccc1)N(CC(O)CN1CCOCC1)c1ccccc1 (configuration not stated)
    -6.4%, 7.2%, -2.5, 33.9%[activator], 13.0%, -8.5, -1.6%
#57 CCS(=O)(=O)N1N=C(c2cccs2)CC1c1cc2cc(C)ccc2nc1Cl (configuration not stated)
    3.8%, ?, 31.5*, ?, ?, 57.6, -0.6%
#58 CC(C)(C)c1ccc(C(=O)O)c(C(=O)c2ccc(C(=O)O)cc2)c1
    0.9%, 4.0%, 1.3, -6.2%, ?, 7.1, 3.4%
